# H37Rv inhibition = M. tuberculosis growth inhibition, HTS (AID 449762); inhibition, % at 25 µM; hits with a dose series show IC50 in µM; M. tuberculosis H37Rv growth inhibition, 7H9 media; higher % means a stronger effect; actives 0.59% (n = 330,000); in the data active means a potency from the dose series; inconclusive means inhibition above about 70% without an active follow-up result;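 further: bacterial growth assessed after seven days of incubation; strong numbers were not always called active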
# influenza NS1A = H1N1 influenza NS1A inhibitors, functional cell based assay (AID 504329); inhibition, % at 12.5 µM, or IC50 in µM where a hit was titrated; NS1A functional cell-based assay, percent inhibition; higher % means a stronger effect; actives 0.3% (n = 340,000); in the data active means a potency from the dose series; inconclusive means inhibition above about 27% without an active follow-up result; further: strong numbers were not always called active
# tuberculosis growth = growth inhibition of non-replicating M. tuberculosis (AID 488890) | actives 0.39% (n = 320,000) | Mycobacterium tuberculosis non-replicating, growth inhibition; higher % means a stronger effect | inhibition, % at 25 µM; hits with a dose series show IC50 in µM; in the data active means a potency from the dose series; inconclusive means inhibition mostly from about 82% at the one dose, without a potency; inactive means the rest, 99 in 100 with inhibition below about 76%;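 further: plate controls were DMSO cells for no effect and high antibiotic wells for full effect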
# Salmonella PhoP GFP = PhoP regulon inhibitors, Salmonella typhi PhoP promoter GFP reporter, confirmatory (AID 1850) | inhibition, % at 50 µM, or IC50 in µM where a hit was titrated | actives 0.33% (n = 310,000) | Salmonella Typhi PhoP-promoter GFP reporter, fluorescence, 4 h; higher % means a stronger effect; in the data active means a potency from the dose series; inconclusive means inhibition mostly from about 25% at the one dose, without a potency; inactive means the rest, 99 in 100 with inhibition below about 19%;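 further: 0% = induced wells with vehicle and 100% = uninduced wells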
# inhibitors of VEEV = inhibitors of VEEV TC-83 cytopathic effect, confirmation, Vero cells (AID 588727); Vero cells, VEEV TC-83 cytopathic effect inhibition; higher % means a stronger effect; inhibition, % at 20 µM, or IC50 in µM where a hit was titrated; actives 0.13% (n = 350,000); in the data active means a potency from the dose series; inconclusive means inhibition mostly from about 14% at the one dose, without a potency; inactive means the rest, 99 in 100 with inhibition below about 12%; further: strong numbers were not always called active
# inhibitors of VEEV 10K pilot screen = further read-out of inhibitors of VEEV, marked with its call; inhibition, %; measured here: 10K pilot screen inhibition
# Numbers without * were called inactive; i = inactive; u = inconclusive; x = no result given. Hits appear at their usual frequency. About 1.5% of those tested had a hit in this group.
SMILES,H37Rv inhibition,influenza NS1A,tuberculosis growth,Salmonella PhoP GFP,inhibitors of VEEV,others
COc1ccc(-c2cc(C(F)F)n3ncc(C(=O)N4CCN(C)CC4)c3n2)cc1,-7%,5%,-16%,3%,i,
COc1ccc(NC(=O)CN(C)C(=O)CNC(=O)C2CCCCC2)cc1,-16%,9%,-2%,-3%,1.6%,
O=C(Nc1ccc(F)cc1F)N1CCN(C/C=C/c2ccccc2)CC1,-9%,6%,26%,-15%,0.4%,
COc1cc2nc(NC(=O)c3ccco3)sc(=O)c2cc1OC,-3%,-24%,-27%,3%,u,
COc1ccc(CNC(=S)Nc2cc(OC)ccc2OC)cc1,0%,4%,64%,-4%,0.4%,
CCC(=O)Nc1c2c(nn1-c1ccc(OC)cc1)CS(=O)C2 (centres undefined),1%,-3%,x,1%,i,
CC(C)c1ccc(OCCCN2CCCC2)cc1,2%,-26%,-1%,16%,0.9%,
Cc1ccnc(NC(=O)c2ccc([N+](=O)[O-])o2)c1,u,-8%,u,5%,u,
CC(=O)OC1=Cc2c(ccc3ccc(=O)oc23)OC1(C)C,14µM*,-3%,51%,-2%,6.5%,
O=C(Nc1cccc2c1C(=O)NC2=O)c1ccccc1[N+](=O)[O-],10%,-2%,-2%,11%,0.1%,
COCCNC(=O)c1ccc(-n2c(SCc3ccncc3)nc3ccccc3c2=O)cc1,18%,-1%,10%,-2%,1.9%,
O=c1cc(-c2ccco2)nc(SCc2cccc(Cl)c2)[nH]1,-1%,-21%,-5%,4%,i,
CN(C(=O)c1cccc(C#N)c1)c1nnc(-c2ccncc2)s1,x,3%,x,x,1.1%,
S=C1SCN(Cc2ccccc2)CN1Cc1ccccc1,x,-5%,x,x,2.4%,
CCCn1c(O)c(N=NC(=O)CNC(=O)Cc2ccc(OC)cc2)c2ccccc21,-7%,1%,21%,-19%,1.8%,
O=C(c1cccs1)N1CCN=C1SCc1ccccc1F,-8%,-8%,8%,10%,0.6%,
O=C(Cn1cnc2sc3c(c2c1=O)CCCC3)NCC(=O)Nc1c(F)cccc1F,u,1%,-9%,-6%,i,
CN(Cc1ccc2c(c1)OCCO2)C(=O)CSc1ncnc2sccc12,4%,1%,26%,x,0.2%,
O=C(NNS(=O)(=O)c1ccc([N+](=O)[O-])cc1)c1ccccc1,x,-21%,x,x,i,
CC(C)OC(=O)c1cc2c(ccn2C)n1CC(=O)N(Cc1ccccc1)c1ccccc1,8%,28%,10%,6%,i,
CC(=O)Oc1ccccc1/C=C/c1ccc2ccccc2[n+]1C,12%,1%,36%,-3%,3.2%,
COc1ccc([N+](=O)[O-])cc1NC(=O)CCSCCc1ccccn1,-6%,3%,-9%,-7%,0.3%,
CC1=CC2=NC(=O)CC(C)(C(=O)N(CC(=O)NC3CCCC3)Cc3ccccc3)N2C=C1 (centres undefined),-4%,1%,0%,10%,2.0%,
CC(=O)N1CCc2cc(S(=O)(=O)CCC(=O)N3CCN(c4ccccc4F)CC3)ccc21,-4%,8%,9%,-21%,1.8%,
COCC1CCCCC1OS(N)(=O)=O (centres undefined),5%,5%,-4%,-5%,6.7%,
CN(C)/N=C1\C(=O)N(CN2CCN(c3ccccc3)CC2)c2ccccc21,-1%,4%,-1%,x,4.9%,
O=C(C1=C[C@H](c2ccc(C(F)(F)F)cc2)C[C@H](OCCCCO)O1)N1CCN(Cc2ccccc2)CC1,-2%,-18%,23%,-3%,0.6%,
CC(=O)Nc1c(Cl)n(C(C)=O)c2ccccc12,0%,-4%,6%,0%,1.4%,
OCCC1CN(Cc2nc3ccccc3s2)CCN1CCc1ccccc1 (centres undefined),-6%,17%,10%,-17%,0.2%,
CCOc1ccccc1Nc1nc(N2CCCC2)nc(N2CCOCC2)n1,7%,7%,-3%,-5%,1.1%,inhibitors of VEEV 10K pilot screen=4.6
Cc1nn(CCOc2ccccc2)c(=O)n1-c1ccccc1F,19%,-13%,14%,5%,2.9%,
CCC(OC(=O)C(CC(C)C)NC(=O)c1ccccc1)C(=O)Nc1nnc(C)s1 (centres undefined),-12%,-15%,2%,x,i,
COCCNC(=O)c1onc(CSc2ccc(F)cc2)c1C(=O)NCCOC,3%,1%,-2%,-1%,0.5%,
CC(=O)NC(c1ccccc1)c1cc([N+](=O)[O-])c2cccnc2c1O (centres undefined),25%,5.5µM*,34%,0%,8.2%,
COc1cc(Cl)ccc1OCc1cc(C(=O)N2C[C@]3(C)C[C@H]2CC(C)(C)C3)no1,1%,-4%,30%,-6%,3.2%,
Clc1ccc(/C=C/c2nc3ccccc3[nH]2)c(Cl)c1,15%,-6%,30%,8%,i,
Cc1nc(-c2ccc(NS(C)(=O)=O)cc2)cs1,-3%,-24%,5%,-1%,7.9%,
O=C(CSc1nn(-c2ccc(Cl)cc2)c(=S)s1)N1CCN(C(=O)c2ccco2)CC1,u,3%,69%,-1%,i,
CCc1ccc(CN2CCC(n3nccc3NC(=O)Cc3ccccc3)CC2)o1,-1%,-9%,-3%,-5%,i,
Cc1cccn2c(CNCCc3ccco3)c(C(=O)N3CCOCC3)nc12,x,1%,x,x,7.2%,

# Brought forward from above: 2 entries; new compounds follow.
SMILES,H37Rv inhibition,influenza NS1A,tuberculosis growth,Salmonella PhoP GFP,inhibitors of VEEV,others
CCc1ccc(CN2CCC(n3nccc3NC(=O)Cc3ccccc3)CC2)o1,-1%,-9%,-3%,-5%,i,
Cc1cccn2c(CNCCc3ccco3)c(C(=O)N3CCOCC3)nc12,x,1%,x,x,7.2%,
O=C(NNC(=O)c1cc([N+](=O)[O-])ccc1Cl)c1cccnc1,-2%,-2%,-10%,-9%,0.6%,
Cc1cc(OCc2ccc([N+](=O)[O-])cc2)c2c3c(c(=O)oc2c1)CCCC3,1%,-4%,-9%,16%,1.1%,
CCCC(NC(=O)C(C)N1CCN(S(=O)(=O)c2ccccc2)CC1)c1ccccc1 (centres undefined),-5%,-12%,-9%,x,2.8%,
COC(=O)COc1cccc(-n2cnnn2)c1,-18%,-7%,-7%,-10%,1.9%,
C=CCN1CCN(C(CC(C)C)c2nnnn2CCOC)CC1 (centres undefined),16%,0%,6%,-7%,2.4%,
CCn1c(Cc2ccc(OC)cc2)nnc1SCc1nc2ccccc2c(=O)[nH]1,-5%,0%,75%,10%,1.5%,
O=C(CSc1n[nH]c(=O)n1-c1ccc2c(c1)OCCO2)Nc1ccccc1,-5%,1%,-2%,-1%,1.4%,
Cc1ccc2c(CNCc3ccco3)cc(=O)oc2c1,3%,3%,4%,2%,0.6%,
Cc1nc2ccccc2c(=O)n1C1CCCCCC1,6%,-4%,0%,4%,5.0%,
CC(C)Oc1ccc(C(CC(=O)O)Cc2ccccc2)cc1 (centres undefined),6%,-1%,-6%,-3%,i,
Nc1ccc2ncccc2c1N,2%,-3%,-11%,13%,12%,
CC(C)(C)c1ccc(S(=O)(=O)NCCOCC(F)(F)C(F)F)cc1,5%,4%,15%,-8%,i,
C=CCN1C(=O)C(O)(CC(=O)c2ccc(Cl)cc2)c2ccccc21 (centres undefined),0%,2%,42%,-5%,1.7%,
CCN(CC(=O)Nc1ccccc1OC)C(=O)CSCc1ccc(C)cc1,-4%,1%,8%,x,0.6%,
CN(C)C(CNc1ncnc2sc3c(c12)CCCCC3)c1ccco1 (centres undefined),4%,3%,29%,-12%,6.0%,
Cc1cc(C)nc(-n2nc(C)cc2NC(=O)c2ccc(S(=O)(=O)N3CCOCC3)cc2)n1,10%,x,11%,1%,x,
CNC(=S)N(CCc1c(C)[nH]c2ccccc12)Cc1ccco1,u,-3%,30%,0%,5.1%,
O=C(N/C(=C/c1ccc2c(c1)OCO2)C(=O)N1CCOCC1)c1cccs1,-4%,-5%,-8%,3%,3.4%,
CCCn1c(C(=O)c2ccccc2OC)nc2ccccc21,6%,-6%,8%,-4%,i,
CC1=CC(C)(C)N(C(=O)CN2C(=O)c3ccccc3C2=O)c2ccccc21,9%,-2%,8%,4%,0.8%,
C[C@@H](O)c1nc2ccccc2n1N,-1%,-2%,-10%,2%,1.7%,
Cc1cc(O)c(C)c(O)c1/C=N/NC(=O)c1cccnc1,-1%,-6%,-4%,4%,10%,
O=C(CCNC(=O)c1ccccc1Cl)NC1=NCCS1,5%,-3%,-3%,-7%,1.6%,
CCCCOc1ccc(S(=O)(=O)Nc2cc(OC)ccc2OC)cc1,-1%,6%,27%,-10%,i,
O=[N+]([O-])c1cccc(-n2cccc2/C=N/Nc2nc(N3CCCCC3)nc(N3CCCCC3)n2)c1,u,-6%,13%,10%,1.8%,
CC(/C=C1\SC(=O)N(CC(=O)Nc2cccc(O)c2)C1=O)=C\c1ccccc1,-12%,5%,5%,4%,3.5%,
CN(CCO)C(=O)c1cccc2c1-c1ccccc1C2=O,6%,7%,-11%,7%,i,
CN(CC(=O)NCCN1CCN(Cc2ccccc2)CC1)S(=O)(=O)c1cccc2nsnc12,63%,1%,10%,4%,i,
O=C(O)c1ccc(NC(=O)C2C3CCC(O3)C2C(=O)O)cc1 (centres undefined),-8%,-6%,19%,-2%,0.4%,
Oc1cc2c(cc1CN1CCN(c3ccccc3F)CC1)OCO2,-2%,15%,25%,-5%,1.5%,
COc1cc(CC(=O)N/N=C/c2ccc([N+](=O)[O-])cc2)c([N+](=O)[O-])cc1OC,3%,-3%,16%,-3%,1.1%,
Cc1ccc(-c2c[n+]3c(n2-c2ccccc2)CCC3)cc1,-5%,-4%,6%,4%,i,
COc1cccc(CCc2nc3ccccc3c(=O)n2N)c1,5%,-4%,-3%,1%,2.6%,
CCn1cc(C(=O)N2CCN(c3ccccn3)CC2)c(=O)c2cc(S(=O)(=O)N3CCC(C)CC3)ccc21,5%,-1%,28%,3%,1.6%,
CCOc1ncccc1C(=O)Nc1cc(S(=O)(=O)N2CCOCC2)ccc1N1CCCC1,6%,4%,-15%,-8%,6.3%,
CCC1(C)CC2(CCCN(CCC(=O)c3ccccc3)C2)CCO1 (centres undefined),u,10%,u,-12%,3.8%,
CC(=O)Nc1ccnc(-c2cccnc2)n1,-3%,-4%,-4%,-6%,3.0%,inhibitors of VEEV 10K pilot screen=4.4
O=C(c1cc2cc(Cl)ccc2[nH]1)N1CCc2ccccc2C1,-9%,-2%,2%,6%,5.4%,
CCC1SC(=Nc2cccc(C)c2)NC1=O (centres undefined),2%,-19%,9%,-12%,2.6%,
CC12CCC3C(CCCC4CC(=O)CCC43C)C1CCC2O (centres undefined),x,-19%,x,x,0.1%,
CC[n+]1c(/C=C/c2cc([N+](=O)[O-])ccc2O)ccc2ccccc21,6%,2%,47%,-4%,0.0%,

# Structural class, the compounds so far containing fluorine.
SMILES,H37Rv inhibition,influenza NS1A,tuberculosis growth,Salmonella PhoP GFP,inhibitors of VEEV,others
COc1ccc(-c2cc(C(F)F)n3ncc(C(=O)N4CCN(C)CC4)c3n2)cc1,-7%,5%,-16%,3%,i,
O=C(Nc1ccc(F)cc1F)N1CCN(C/C=C/c2ccccc2)CC1,-9%,6%,26%,-15%,0.4%,
O=C(c1cccs1)N1CCN=C1SCc1ccccc1F,-8%,-8%,8%,10%,0.6%,
O=C(Cn1cnc2sc3c(c2c1=O)CCCC3)NCC(=O)Nc1c(F)cccc1F,u,1%,-9%,-6%,i,
CC(=O)N1CCc2cc(S(=O)(=O)CCC(=O)N3CCN(c4ccccc4F)CC3)ccc21,-4%,8%,9%,-21%,1.8%,
O=C(C1=C[C@H](c2ccc(C(F)(F)F)cc2)C[C@H](OCCCCO)O1)N1CCN(Cc2ccccc2)CC1,-2%,-18%,23%,-3%,0.6%,
Cc1nn(CCOc2ccccc2)c(=O)n1-c1ccccc1F,19%,-13%,14%,5%,2.9%,
COCCNC(=O)c1onc(CSc2ccc(F)cc2)c1C(=O)NCCOC,3%,1%,-2%,-1%,0.5%,
CC(C)(C)c1ccc(S(=O)(=O)NCCOCC(F)(F)C(F)F)cc1,5%,4%,15%,-8%,i,
Oc1cc2c(cc1CN1CCN(c3ccccc3F)CC1)OCO2,-2%,15%,25%,-5%,1.5%,

# Source: PubChem BioAssay (Southern Research Specialized Biocontainment Screening Center)
